bCat nuc transl: beta-catenin nuclear translocation modulation; HeLa beta-catenin nuclear translocation, immunofluorescence imaging; nuclear translocation activity, % at 5 µM; 190,000 compounds, 0.3% hits; AID 1665;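 active means nuclear translocation activity above 50% at 5 µM, with a well cell count of 50 or more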;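 further: per-cell ratio of nuclear to cytoplasmic median beta-catenin stain intensity; plate controls were DMSO negative control for no effect and GSK-3 inhibitor IX positive control for full effect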
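Test system: human HeLa cell line; Doses: 5 µM primary, 0.02–20 µM confirmation; Incubation: 24 h compound exposure, 37°C; Detection: beta-catenin immunofluorescence imaging with DAPI; Read-out: beta-catenin nuclear/cytoplasmic ratio, % activation.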
Dynein cargo inh: dynein cargo transport inhibition. 3617.4 mouse cells, GR-EGFP nuclear translocation imaging; test concentration mostly 20 µM; stimulated with dexamethasone, 1 µM; hits give low values. AID 1381. z-score, hits read low. 220,000 compounds, 0.47% hits;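 active means plate z-score of nuclear minus cytoplasmic receptor signal below a set negative limit, without overly bright fluorescence or cell loss, cut at about -3.5 in these data, passing the limit was not always enough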;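 further: z-score of nuclear minus cytoplasmic ring GR-EGFP intensity difference per well; some compounds called inactive have numbers as strong as hits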
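Buffer or medium: Induction medium lacking tetracycline, stripped serum | Also added: Dexamethasone agonist, 1.0 µM final, for 30 min | Timing: 48 h induction, 1 h compound, 30 min dex at 37 °C | Detection: Formaldehyde fixation, Hoechst nuclear stain, 10x automated fluorescence imaging | Measure: Nuclear versus cytoplasmic GR-EGFP signal, averaged per well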
Ins promoter up: MIN6 insulin promoter up-regulation. MIN6 insulin promoter-GFP reporter, high-content imaging; hits give high values. z-score at 5 µM. 190,000 compounds, 0.3% hits;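 active means z-score above 3 at 5 µM with at least 500 cells counted in the well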
Autophagy HCS: autophagy modulation, high-content screen. calls only at 10 µM (by protocol). AID 463193. MEF GFP-LC3 puncta imaging; test concentration mostly 10 µM. 190,000 compounds, 0.98% hits;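 active means percentage of spot-positive cells more than 3 SD above its plate mean, without a fluorescence outlier flag or 80% toxicity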;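 further: spot-positive cell cutoff set from DMSO-treated cells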
MT stabilizer: stabilizes microtubules in HeLa cells; HeLa tubulin immunostaining HCS, 24 h; share of cells brighter than vehicle mean+2SD; AID 2205; 200,000 compounds, 0.83% hits; % tubulin-high responders, % at 10 µM;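 active means plate Z-score above 3 for both tubulin-high and condensed-nucleus cell shares, with cell loss under 80%, at 10 µM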;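 further: anti alpha tubulin signal scored within the nucleus-defined area of each cell; some results filed as inactive read as strong as hits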
Yfh1-depleted yeast: enhancers of respiration in Yfh1-depleted yeast, dose response, Friedreich's ataxia, plus single-dose screen (AID 1465); 220,000 compounds, 0.074% hits; S. cerevisiae Yfh1-off respiration, WST-1 reduction, 72 h; higher fold induction means a stronger effect; fold induction at 50 µM, or EC50 in µM where a hit was titrated;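 active means fold induction of absorbance versus untreated yeast above a set limit, then at least 30% activation at any dose in follow-up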;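 further: activators that raise dye reduction in frataxin-depleted yeast; strong numbers were not always called active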
AID2073: inhibitors of Mint1-CaV2.2 protein interaction, biochemical, HTRF (AID 2073) | 290,000 compounds, 0.19% hits | HTRF protein-protein interaction, Mint1-CaV2.2; higher % means a stronger effect | inhibition, % at 20 µM, or IC50 in µM where a hit was titrated; in the data active means inhibition mostly above about 51%, no sharp cut-off; further: some results filed as inactive read as strong as hits
WT yeast gro inh: growth inhibition of WT yeast, mitochondrial fusion screen. 190,000 compounds, 2.1% hits. mitochondrial fusion phenotypic screen, WT strain. AID 1362. inhibition, % at 10 µM; in the data active means inhibition above about 58%; tested in S. cerevisiae
HIV peptide binding: inhibitors of HIV fusion peptide binding, primary screen, biochemical, uHTS, fluorescence dequenching (AID 1986); cell-free peptide binding, fluorescence dequenching, 30 min; higher % means a stronger effect; inhibition, % at 20 µM, or IC50 in µM where a hit was titrated; 290,000 compounds, 0.3% hits; in the data active means inhibition mostly above about 52%, no sharp cut-off; inactive means mostly below about 76%; further: some results filed as inactive read as strong as hits
WT yeast gro inh mutant strain: second read-out of WT yeast gro inh, no call of its own (marks repeat the call); inhibition, %; mitochondrial fusion phenotypic screen, mutant strain inhibition
Dynein cargo inh cytoplasmic EGFP: second read-out of Dynein cargo inh, no call of its own (marks repeat the call); z-score; measured here: cytoplasmic GR-EGFP intensity; hits give high values
Dynein cargo inh nuclear GR-EGFP: second read-out of Dynein cargo inh, no call of its own (marks repeat the call); z-score; measured here: nuclear GR-EGFP intensity;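 lower value marks the stronger effect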
Dynein cargo inh cell count: second read-out of Dynein cargo inh, no call of its own (marks repeat the call); z-score; measured here: cell count per field
Ins promoter up cell count: also measured in Ins promoter up; calls as there; cell count; measured here: cytotoxicity, nuclei count;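 total cells summed across four imaged fields per well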
bCat nuc transl cell count 5 µM: further read-out of bCat nuc transl, marked with its call; cell count; measured here: cell count, cytotoxicity flag
MT stabilizer Hoechst-high %: also measured in MT stabilizer; calls as there; % Hoechst-high responders; measured here: nuclear condensation Hoechst responders;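 share of cells brighter than vehicle mean plus two SD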
MT stabilizer cytotoxicity %: further read-out of MT stabilizer, marked with its call; toxicity, %; measured here: cytotoxicity by cell density;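 0% = mean cell density of plate MIN control wells and 100% = no cells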
Autophagy HCS cell loss 18 h: also measured in Autophagy HCS; calls as there; toxicity, %; measured here: cell loss, nuclei count;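 cell loss after 18 h compound exposure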
The depositor's hits bear a star; i = inactive; . = no result given.

SMILES	bCat nuc transl	bCat nuc transl cell count 5 µM	Dynein cargo inh	Dynein cargo inh cytoplasmic EGFP	Dynein cargo inh nuclear GR-EGFP	Dynein cargo inh cell count	Ins promoter up	Ins promoter up cell count	Autophagy HCS	Autophagy HCS cell loss 18 h	MT stabilizer	MT stabilizer Hoechst-high %	MT stabilizer cytotoxicity %	Yfh1-depleted yeast	AID2073	WT yeast gro inh	WT yeast gro inh mutant strain	HIV peptide binding
O=C(CSc1nc2ccccc2s1)Nc1ncccn1	-0.6	1164	-0.31	-0.22	0.11	0.73	0.2	1392	i	-7	3.2	2.9	1.8	i	26%	4	-3	-2.3%
CC(NC(=O)c1cc(-c2ccc(Br)cc2)on1)c1ccccc1 (stereo not drawn)	.	.	1.7	-0.069	1.3	-1.1	0.41	1155	i	94	4.7	3.6	11	i	6%	3	-1	0.8%
O=C(Nc1c(-c2cccs2)nc2ccccn12)c1ccccc1F	1.8	926	0.79	-0.26	0.56	-0.75	0.08	1208	i	4	2.5	0.8	7.9	i	2%	0	-5	1.1%
O=C(N/C(=C/c1ccc(Cl)cc1)c1nc2ccccc2[nH]1)c1ccco1	0.8	1397	1.7	-0.041	1.6	-0.94	-0.29	1506	i	10	3.0	1.4	6.3	.	14%	-5	5	2.5%
CC(=O)OCCCNc1cc(SCc2ccco2)c2nonc2c1[N+](=O)[O-]	0.0	1077	-5.5*	0.71*	-3*	0.026*	0.8	1425	i	16	3.4	3.0	5.6	i	46%	5	6	53%
CC1(C)OC(=O)N(CCc2ccccc2)C1(C)O (stereo not drawn)	.	.	0.24	-0.15	0.57	-0.29	-0.62	1317	i	-11	4.0	3.1	13	i	-6%	7	17	3.1%
O=[N+]([O-])c1ccc(S(=O)(=O)N/N=C/c2cccs2)cc1	1.4	589	0.68	-0.08	0.41	0.035	1.2	1285	i	3	3.4	1.8	1.3	i	-5%	19	3	-0.8%
O=C(c1ccc(S(=O)(=O)N2CCOCC2)cc1)N1CCN(c2ccccc2F)CC1	.	.	-0.17	-0.23	-0.076	-0.11	.	.	i	4	2.5	2.0	5.9	i	-6%	21	24	1.5%
Cc1ccc(C(C)C)cc1NC(=O)Nc1ccc([N+](=O)[O-])cc1	-0.7	1336	-0.17	-0.14	0.56	-0.58	-0.6	881	.	.	.	.	.	i	19%	.	.	2.5%
Cc1ccc(COC(=O)CCc2nc3ccccc3c(=O)[nH]2)cc1	-1.3	1021	1.7	-0.3	0.47	-0.13	0.34	1301	i	2	3.6	2.0	4.8	i	15%	8	6	-0.8%
CCCCCCCC[n+]1cccc(C(=O)N(CC)CC)c1	.	.	0.21	-0.26	-0.32	0.11	0.35	1149	i	-7	2.7	3.2	4.0	i	-7%	8	-3	0.5%
COCCN(CCOC)Cc1c(C)[nH]c2ccccc2c1=O	-0.5	1012	-1.1	0.47	-0.18	0.59	1.4	1144	i	5	3.3	1.2	5.1	i	2%	-1	-2	-0.9%
COc1ccc(CCNC(=O)C2CCN(S(=O)(=O)c3cnc[nH]3)CC2)cc1OC	-1.2	1063	0.14	-0.19	0.22	0.081	1.1	1237	i	-10	3.5	1.2	0.5	i	-10%	-2	-7	0.3%
COc1ccc(NC(=O)Nc2ccc(Br)cn2)cc1	-1.5	1112	0.033	-0.34	0.55	0.2	-1.5	1663	i	8	5.1	1.7	6.1	i	12%	15	16	-0.9%
N#Cc1c(N2CCCCC2)nc(N)c2c(N)nc3c(c12)CC(CCl)O3 (stereo not drawn)	-1.8	1069	-0.74	-0.33	-0.3	0.69	-2.7	1579	i	6	4.6	1.8	5.5	i	39%	-20	9	0.6%
COc1ccc(Sc2cnn(-c3ccccc3)c(=O)c2Cl)cc1	-1.3	1344	0.36	0.41	0.85	0.35	0.07	1577	i	-20	2.7	2.8	6.3	i	10%	25	23	-1.3%
CCOC(=O)CNC(=O)c1ccccc1Br	-2.1	1155	-0.058	-0.22	0.069	-0.14	0.38	1301	i	11	5.4	4.5	8.9	i	24%	-6	7	-0.7%
O=C(NCCN1CCOCC1)c1ccc(NC(=O)C2COc3ccccc3O2)cc1 (stereo not drawn)	-1.1	971	0.2	-0.23	0.23	0.21	-0.42	1304	i	6	1.5	1.3	5.7	i	-3%	0	0	1.1%
CC(Cc1cccs1)NC(=O)Nc1ccc(Cl)cc1 (stereo not drawn)	-0.6	1154	-0.39	0.35	0.12	-0.091	-1.3	871	i	2	1.7	1.7	0.7	.	-1%	.	.	1.2%
C#CCOCCOCCOCCNc1nc(N2CCN(C(=O)[C@H]([C@@H](C)CC)n3cc(CCCN=C(N)N)nn3)CC2)nc(N2CCN(C(=O)[C@H]([C@@H](C)CC)n3cc(CCCN=C(N)N)nn3)CC2)n1	-1.9	557	-0.28	0.4	0.25	0.76	0.11	1117	i	2	4.0	1.8	9.5	i	-8%	-3	-13	0.3%
NC(N)=NCC(O)CN(c1ccccc1)c1ccccc1 (stereo not drawn)	6.6	1011	2.2	-0.22	0.75	-1.1	-0.55	1286	.	.	.	.	.	i	15%	.	.	0.6%
O=C(NCc1ccccn1)C1COc2ccccc2O1 (stereo not drawn)	0.5	1133	0.49	-0.21	1.1	0.36	.	.	i	2	4.3	2.5	7.4	i	0%	-19	3	-2.7%
Cc1ccc(C2=Nc3ccccc3N=C(C(Cl)Cl)C2)cc1	2.8	657	0.41	-0.066	-0.11	-0.57	.	.	i	9	3.1	1.9	7.7	i	-6%	25	24	2.4%
Cc1ccc(NC(=O)COC(=O)c2ccccc2Nc2ccccc2)cc1	.	.	0.47	0.064	0.57	-1.3	-1.4	953	i	13	1.9	3.9	11	i	13%	-5	-11	-2.4%
N#CC(C(=O)OC1CCCCC1)c1nc2ccccc2nc1N1CCCCC1 (stereo not drawn)	2.0	1159	-0.63	0.084	0.026	-0.36	0.05	1263	i	-3	6.0	2.7	9.8	i	10%	17	-19	1.9%
CCCc1nc2ccccc2[nH]1	.	.	0.16	-0.26	-0.1	1	.	.	i	-1	3.9	2.1	4.4	i	0%	7	-14	2.2%
CCOC(=O)c1nn(-c2ccc(Cl)cc2)c2nnc(Cc3ccc(C)cc3)c(=O)n12	1.7	550	0.47	-0.28	0.096	-0.34	-0.1	1283	i	7	2.7	3.4	15	i	20%	-3	-1	-0.9%
Cc1ccc(-c2nc3ccc(C(=O)O)cc3nc2-c2ccc(C)cc2)cc1	-2.0	1456	-0.69	-0.2	-0.47	1.2	-0.63	1519	i	1	2.2	1.1	12	i	1%	38	-3	22%
COc1ccc([N+](=O)[O-])cc1NC(=O)c1ccc(N(Cc2ccccc2Cl)S(C)(=O)=O)cc1	0.4	1090	-0.63	-0.32	-0.58	1.2	0.35	1525	i	8	4.4	3.7	13	i	7%	-29	-5	-0.9%
Cc1ccccc1N=Cc1cc2c(cc1O)OC(N)=C(C#N)C2c1ccccc1 (stereo not drawn)	-2.3	1108	1.3	0.074	0.87	-1.5	.	.	i	-27	3.1	2.5	4.4	i	21%	-1	4	18%
OC(CN=c1sc2ccccc2n1CC(O)COc1ccccc1)COc1ccccc1 (stereo not drawn)	3.1	940	1.4	-0.047	0.7	-2.5	.	.	i	4	3.3	1.7	6.8	i	-8%	74*	40*	1.4%
NC(=O)C1CCN(C2CC(=O)NC2=O)CC1 (stereo not drawn)	3.2	1005	-0.94	-0.25	-0.54	1.4	1.2	1025	i	-7	2.7	2.2	4.6	i	-2%	4	-2	-0.8%
COc1ccc2nc(SCC(=O)Nc3cc(C)on3)[nH]c2c1	.	.	-0.19	-0.27	0.24	0.034	1.1	861	i	-10	0.6	1.1	3.0	i	-3%	-16	-4	0.7%
CN(C)c1nc(-c2ccccc2)nnc1C(F)(F)F	3.0	1399	0.85	-0.18	0.081	-0.79	-0.5	1515	i	-7	4.9	0.9	0.4	i	5%	6	-6	4.0%
Cc1noc(/C=C/N(C)C)c1S(=O)(=O)NC1CCCCC1	-5.4	946	-0.46	-0.17	-0.065	-0.14	-0.03	1530	i	-9	1.8	2.8	14	i	2%	-16	-6	0.1%
O=C(NCc1ccccc1)c1ccc(Br)cc1Br	1.9	946	0.25	-0.22	-0.034	0.053	.	.	i	6	4.1	2.6	6.0	i	2%	-1	-18	-1.5%
Cc1c(C(=O)OC(C)C)nnn1-c1nonc1N	0.6	531	-0.22	-0.23	-0.19	1.1	.	.	i	3	2.0	1.7	6.6	i	24%	-22	-6	-0.8%

In another format: 3 of the compounds above.
Under each structure: bCat nuc transl, bCat nuc transl cell count 5 µM, Dynein cargo inh, Dynein cargo inh cytoplasmic EGFP, Dynein cargo inh nuclear GR-EGFP, Dynein cargo inh cell count, Ins promoter up, Ins promoter up cell count, Autophagy HCS, Autophagy HCS cell loss 18 h, MT stabilizer, MT stabilizer Hoechst-high %, MT stabilizer cytotoxicity %, Yfh1-depleted yeast, AID2073, WT yeast gro inh, WT yeast gro inh mutant strain, HIV peptide binding
- Cc1c(C(=O)OC(C)C)nnn1-c1nonc1N
  0.6, 531, -0.22, -0.23, -0.19, 1.1, ., ., i, 3, 2.0, 1.7, 6.6, i, 24%, -22, -6, -0.8%
- NC(=O)C1CCN(C2CC(=O)NC2=O)CC1 (stereo not drawn)
  3.2, 1005, -0.94, -0.25, -0.54, 1.4, 1.2, 1025, i, -7, 2.7, 2.2, 4.6, i, -2%, 4, -2, -0.8%
- O=C(NCc1ccccc1)c1ccc(Br)cc1Br
  1.9, 946, 0.25, -0.22, -0.034, 0.053, ., ., i, 6, 4.1, 2.6, 6.0, i, 2%, -1, -18, -1.5%

High-throughput results as filed in PubChem BioAssay.
